ZTA counter – counter-screen for EBNA-1 inhibitors: inhibitors of Epstein-Barr virus ZTA | actives 0.15% (n = 320,000) | P03206 | inhibition, % at 11 µM | ZTA-DNA binding, fluorescence polarization; in the data active = inhibition above about 33%
Target sequence (P03206 whole entry, looked up): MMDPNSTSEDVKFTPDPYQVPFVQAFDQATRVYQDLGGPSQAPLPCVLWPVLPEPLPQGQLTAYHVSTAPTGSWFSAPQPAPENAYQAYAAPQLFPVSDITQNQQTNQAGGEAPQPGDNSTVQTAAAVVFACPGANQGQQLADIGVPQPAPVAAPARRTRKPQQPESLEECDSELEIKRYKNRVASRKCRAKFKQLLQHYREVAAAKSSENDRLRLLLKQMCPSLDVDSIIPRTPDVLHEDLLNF
PAFAH1B2 FP inh – blocks human PAF acetylhydrolase 1b catalytic subunit 2 | P68402 | recombinant PAFAH1B2, FP-rhodamine activity probe, fluorescence polarization | inhibition, % at 3.39 µM | actives 1.2% (n = 340,000);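 active = inhibition above the mean of all tested compounds plus 3 SD, cut at about 24% in these data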;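 also: 0% = enzyme with DMSO and 100% = wells lacking PAFAH1B2; many of its hits are not listed in these tables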
LYPLA2 inh – LYPLA2 (human) inhibition in PME1 counter-screen. O95372. recombinant LYPLA2, FP-Rh probe fluorescence polarization. inhibition, % at 5.9 µM. actives 0.38% (n = 320,000). AID 2177;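 active = inhibition above the screen-wide mean plus 3 SD, limit set per campaign, cut at about 26% in these data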;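 also: 0% = LYPLA2 with DMSO and 100% = wells lacking LYPLA2 enzyme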
PAFAH2 inh – PAFAH2 (human) inhibition; Q99487; recombinant PAFAH2, FP-rhodamine activity probe, fluorescence polarization; inhibition, % at 3.39 µM; actives 0.99% (n = 340,000);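 active = inhibition above the mean over all tested compounds plus 3 SD, cut at about 30% in these data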;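 also: inhibitors block probe labeling of enzyme so polarization drops; 0% = enzyme with DMSO and 100% = wells lacking PAFAH2 protein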
PAFAH1B3 inh – blocks human PAF acetylhydrolase 1B catalytic subunit 3. recombinant PAFAH1B3, FP-rhodamine probe, fluorescence polarization. inhibition, % at 3.39 µM. actives 0.28% (n = 340,000). Q15102. AID 492972;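 active = inhibition above the screen-wide average of all tested compounds plus 3 SD, cut at about 25% in these data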;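 also: 0% = enzyme with DMSO only and 100% = wells lacking PAFAH1B3 protein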
EBNA-1 inhibitor – blocks EBNA-1 binding to DNA; EBNA-1 DNA binding, fluorescence polarization; inhibition, % at 14.8 µM; actives 0.34% (n = 300,000); in the data active = inhibition above about 28%
PREPL inhibitor – human PREPL enzyme inhibition; Q4J6C6; recombinant PREPL, fluorescence polarization activity-based probe; inhibition, % at 5.96 µM; actives 0.68% (n = 320,000); AID 2751; in the data active = inhibition above about 43%;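 also: 0% = enzyme with DMSO and 100% = wells lacking enzyme; many of its hits are not listed in these tables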
pPAFAH inh – pPAFAH (human) enzyme inhibition. Q13093. recombinant pPAFAH, FP-rhodamine probe fluorescence polarization. inhibition, % at 3.39 µM. actives 1.5% (n = 330,000). AID 463082;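 active = inhibition above the mean inhibition across the screen plus 3 SD, cut at about 25% in these data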;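 also: inhibitors block binding of the rhodamine activity-based probe so polarization drops; 0% = enzyme with DMSO and 100% = wells lacking pPAFAH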
Target sequence (Q13093 whole entry, looked up): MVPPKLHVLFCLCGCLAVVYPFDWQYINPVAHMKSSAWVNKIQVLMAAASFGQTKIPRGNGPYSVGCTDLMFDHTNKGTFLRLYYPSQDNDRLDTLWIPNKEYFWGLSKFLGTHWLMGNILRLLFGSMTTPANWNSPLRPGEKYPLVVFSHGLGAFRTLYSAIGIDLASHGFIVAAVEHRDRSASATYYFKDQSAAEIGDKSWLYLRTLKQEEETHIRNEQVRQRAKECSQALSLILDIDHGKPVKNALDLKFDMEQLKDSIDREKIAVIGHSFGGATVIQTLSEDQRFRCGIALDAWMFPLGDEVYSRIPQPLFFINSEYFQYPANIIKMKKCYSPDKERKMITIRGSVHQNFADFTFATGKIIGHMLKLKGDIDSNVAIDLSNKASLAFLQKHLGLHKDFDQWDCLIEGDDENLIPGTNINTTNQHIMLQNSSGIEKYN
LYPLA1 counter – blocks human lysophospholipase 1, a PME1 counter-screen; AID 2174; inhibition, % at 5.9 µM; actives 0.16% (n = 320,000); recombinant LYPLA1, FP-Rh probe fluorescence polarization;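 active = inhibition above the mean of all tested compounds plus 3 SD, set per campaign, cut at about 14% in these data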;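 also: inhibitors block serine hydrolase probe labeling of LYPLA1 so polarization falls; 0% = enzyme with DMSO and 100% = wells lacking LYPLA1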
Target sequence (O75608 whole entry, looked up): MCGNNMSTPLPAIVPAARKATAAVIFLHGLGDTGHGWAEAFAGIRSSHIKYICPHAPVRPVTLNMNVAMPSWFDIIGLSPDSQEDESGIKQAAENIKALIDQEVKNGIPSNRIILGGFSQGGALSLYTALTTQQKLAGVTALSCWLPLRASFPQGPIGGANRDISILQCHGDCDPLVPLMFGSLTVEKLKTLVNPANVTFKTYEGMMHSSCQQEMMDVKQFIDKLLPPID
Active calls of the source: *; . = no result given. This is a subset; rates above refer to the full screens.

Every second line gives: PAFAH1B2 FP inh	PREPL inhibitor	LYPLA2 inh	pPAFAH inh	ZTA counter	EBNA-1 inhibitor	PAFAH2 inh	PAFAH1B3 inh	LYPLA1 counter
COc1ccc(CCNC(=O)CN(C)S(=O)(=O)c2ccc(Br)s2)cc1OC
 : 5	5	1	2	4	2	8	-1	0
Cc1cccc(NC(=O)c2ccc([N+](=O)[O-])o2)c1
 : 5	5	-1	-4	6	0	-2	6	3
CN(C)S(=O)(=O)c1cccc(NC(=O)c2cc3c(=O)n4ccccc4nc3s2)c1
 : -3	-3	3	6	-14	-3	5	13	-1
CS(=O)(=O)N(CC(=O)Nc1ccc(S(=O)(=O)N2CCCC2)cc1)c1cccc(F)c1
 : 2	7	9	-2	-2	-17	3	2	-1
CC(C)(C)OC(=O)N1CCC(C(=O)O)CC1
 : 9	1	5	-1	5	9	-7	1	2
Cc1ccccc1C(=O)OC(C)CN1CCOCC1 (configuration not stated)
 : 0	0	0	2	-7	11	-6	3	-4
CCOc1ccc2nc(/N=C/c3c(C)[nH]n(-c4ccc(C)cc4)c3=O)sc2c1
 : -2	3	-2	3	-2	-1	8	3	-2
Cc1ccc(NC(=O)CC2S/C(=N/N=C3/NC(=O)CS3)NC2=O)cc1 (configuration not stated)
 : 3	-2	-1	-3	-13	-10	5	3	0
COc1ccc(N(C=O)C(=S)SC)cc1
 : 4	13	-3	-4	-3	-18	-5	10	-2
CCOC(=O)C1=C(c2ccccc2)NC(SCC(=O)NC2CCCCC2)=C(C#N)C1c1ccco1 (configuration not stated)
 : 4	5	-21	2	7	7	-9	6	-12
CNS(=O)(=O)c1cccc(C(=O)NC2CCCc3ccccc32)c1 (configuration not stated)
 : 2	7	-6	-1	-3	-2	-14	-2	-7
COc1ccc(NC(=O)CS(=O)(=O)c2ccc(F)cc2)cc1
 : 3	4	-1	5	14	10	2	7	1
N#Cc1nc(-c2ccc(F)cc2)oc1N1CCN(C(=O)c2ccco2)CC1
 : 3	16	-2	12	5	11	4	15	-2
Clc1ccc(-c2cnc3n2CCC3)cc1
 : 4	6	-2	-2	6	-8	-9	0	-3
CC(C(=O)N(C)C)N(C#N)c1nc(N(C)C)nc(N(C)C)n1 (configuration not stated)
 : 4	13	4	0	-13	4	-2	2	3
CN1CCC(N(C)C(=O)CNC(=O)c2ccc(C(C)(C)C)cc2)CC1
 : 1	4	0	3	9	10	-1	3	-2
COc1cccc(N2CCN(C(=O)c3ccc(CS(=O)Cc4ccccc4Cl)o3)CC2)c1 (configuration not stated)
 : -5	23	-1	6	2	-10	1	-4	0
Cc1ccc(NC(=O)CSC2=C(C#N)C(c3ccc4c(c3)OCO4)CC(=O)N2)cc1C (configuration not stated)
 : 0	8	2	4	-9	4	-13	-1	-4
COC(=O)c1nnn(CC(=O)NC(=O)Nc2cccc(Cl)c2C)c1C(=O)OC
 : 0	7	4	3	-13	-10	-1	2	0
CC(=O)n1cc([C@@H]2C=C(C(=O)N3CCN(Cc4ccc5c(c4)OCO5)CC3)O[C@H](OCCCCO)C2)c2ccccc21
 : 6	-28	2	7	-9	15	5	1	0

Compounds shown so far with a tert-butyl group (2):
Every second line gives: PAFAH1B2 FP inh	PREPL inhibitor	LYPLA2 inh	pPAFAH inh	ZTA counter	EBNA-1 inhibitor	PAFAH2 inh	PAFAH1B3 inh	LYPLA1 counter
CC(C)(C)OC(=O)N1CCC(C(=O)O)CC1
 : 9	1	5	-1	5	9	-7	1	2
CN1CCC(N(C)C(=O)CNC(=O)c2ccc(C(C)(C)C)cc2)CC1
 : 1	4	0	3	9	10	-1	3	-2

Following part
Every second line gives: PAFAH1B2 FP inh	PREPL inhibitor	LYPLA2 inh	pPAFAH inh	ZTA counter	EBNA-1 inhibitor	PAFAH2 inh	PAFAH1B3 inh	LYPLA1 counter
Cc1ccnc(NC(=O)CCCNC(=O)c2ccc(Cl)cc2)c1
 : 8	2	1	6	0	4	-5	3	1
Cc1ccc(S(=O)(=O)C2CCCCC2=O)cc1 (configuration not stated)
 : 0	-7	7	-4	-8	-4	-1	-2	-4
CSc1ccccc1-n1nnnc1SCc1ccccc1
 : 6	-25	5	5	8	6	5	1	1
COC(=O)c1cc(C#N)c(N2CC(C)OC(C)C2)nc1C (configuration not stated)
 : -3	28	-7	-1	1	10	-4	-2	-4
Cc1cccc(N2CN(S(=O)(=O)c3cccc([N+](=O)[O-])c3)c3nc4ccccc4nc32)c1
 : 3	12	.	5	.	.	-6	5	.
Oc1ccc(Cl)cc1-c1cc(C(F)(F)C(F)F)nc(-c2ccccc2)n1
 : 3	3	4	2	11	7	-6	-2	0
Cc1cc(C(=O)COC(=O)c2ccc(O)cc2)c(C)n1Cc1ccco1
 : -2	-1	-4	22	-9	11	29	1	-3
CC1Cc2ccccc2N1CC(=O)NCc1ccc2c(c1)OCO2 (configuration not stated)
 : 1	8	10	4	-13	1	-7	5	5
Cc1noc(NS(=O)(=O)c2ccc(NC(=O)c3nn(-c4ccccc4)ccc3=O)cc2)c1C
 : 5	-3	-4	-2	5	7	4	3	0
COc1ccccc1CCC(=O)OCC(=O)Nc1cc(C)nn1-c1ccccc1
 : 2	-10	-4	10	8	-4	6	6	-4
O=Cc1ccccc1OCCCOc1cccc2cccnc12
 : 0	0	-1	-2	-9	-5	-4	3	-1
C=C(c1cccc2ccccc12)P(=O)(O)O
 : 4	-5	-3	2	-3	3	0	2	1
CCN(CC)CCNC(=O)c1cc2c(s1)-c1ccccc1SC2
 : -5	-13	2	6	-4	5	-9	0	-4
COc1ccc(-c2csc(Cc3nnc4n3CCCCC4)n2)cc1OC
 : 3	7	-5	5	0	14	6	5	1
Cc1ccc(CNC(=O)C(C(=O)NCc2ccc(C)o2)c2ncc(C(F)(F)F)cc2Cl)o1
 : 7	13	4	3	-6	1	0	6	-1
COc1ccc(OC)c(C2=NOC(C(=O)Nc3cccc(C(C)=O)c3)C2)c1 (configuration not stated)
 : -1	-9	1	-4	-6	-5	-10	9	-2
Cc1ccccc1NCC(=O)Nc1cc(S(=O)(=O)N2CCCCC2)ccc1C
 : -1	2	0	1	6	.	-6	1	-1
CCCCn1c(N)c(N(CCC(C)C)C(=O)C2CCCN(C(=O)c3ccc(Cl)cc3)C2)c(=O)[nH]c1=O (configuration not stated)
 : 2	11	4	4	3	-11	-4	1	3
N#CCc1ccc(NC(=O)Nc2cccc(Cl)c2)cc1
 : 1	9	-16	-7	-9	-6	-12	4	-20
NS(=O)(=O)c1ccc(NC(=S)Nc2ccc(F)c(F)c2)cc1
 : -2	-7	3	0	-8	6	-5	5	-3

New compounds follow:
Every second line gives: PAFAH1B2 FP inh	PREPL inhibitor	LYPLA2 inh	pPAFAH inh	ZTA counter	EBNA-1 inhibitor	PAFAH2 inh	PAFAH1B3 inh	LYPLA1 counter
Cc1ccccc1OCCC(=O)OCC(=O)N(C)c1c(N)n(Cc2ccccc2)c(=O)[nH]c1=O
 : 3	2	4	5	-4	-7	4	1	0
COc1ccc(C(=O)OCC(=O)NC(=O)CCSc2ccccc2)cc1
 : 5	-10	29*	4	-6	7	18	6	4
Cc1ccc2cccc(OCC(=O)c3cc(C)n(Cc4ccco4)c3C)c2n1
 : .	15	-3	7	-17	-3	.	.	-4
CC(=O)c1cccc(NC(=O)N2C3CCC2CC(NC(=O)C2CC2)C3)c1 (configuration not stated)
 : 1	10	2	-2	-6	0	4	12	-3
N#Cc1c(NC(=O)COC(=O)C2CC3C=CC2C3)oc(-c2ccccc2)c1-c1ccccc1 (configuration not stated)
 : 14	0	-16	21	15	-8	-1	9	-17
CC1CCN(Cc2ccc(-c3nnn(CC(=O)NC4CCCCC4)n3)cc2)CC1
 : -1	7	-3	0	7	9	-7	4	-4
Cc1ccc(C(=O)O)cc1N1CCCC1=O
 : -4	2	-1	-2	-1	-13	1	3	0
O=C(COc1ccc2c(-c3ccccc3)cc(=O)oc2c1)NC1CCS(=O)(=O)C1 (configuration not stated)
 : 10	6	5	-1	-25	.	-2	2	1
CCc1ccccc1NC(=O)CC1CS(=O)(=O)CC1CC(=O)Nc1ccccc1CC (configuration not stated)
 : -2	-4	4	1	-4	-5	-12	1	4
Cc1c(C(=O)OC(C)C(=O)N(C)Cc2ccccc2)oc2ccccc12 (configuration not stated)
 : 2	-2	.	2	.	.	11	5	.
COc1ccc(OC)c(NC(=O)COC(=O)CN(C)S(=O)(=O)c2ccc(C)cc2)c1
 : 5	1	-2	11	-14	-11	-7	-5	-1
O=C(NCC1CCCN1S(=O)(=O)c1cccs1)c1ccccc1 (configuration not stated)
 : 1	18	1	2	0	-4	4	14	-2
Nc1c(C(=O)NCc2ccco2)c2nc3ccccc3nc2n1CCc1ccc(F)cc1
 : 2	53*	-7	16	-2	11	-11	3	-6
Cc1cnccc1CN(C)Cc1cn(C)nc1-c1cccc(Cl)c1
 : 5	1	-9	4	5	4	-1	-3	-2
Cc1ccc(C(=O)NCC(=O)OCC(=O)c2cc(C)n(Cc3ccco3)c2C)cc1
 : 2	-10	-2	12	-14	3	0	5	4
O=C(Nc1ccc2c(c1)C(=O)OC2)c1ccc(F)cc1F
 : -1	6	1	-3	6	3	-2	7	-1
O=C(Cc1ccccc1)Nc1ccccc1C(=O)O
 : 2	1	2	4	9	15	-5	-4	1
Fc1ccc(Nc2nc(-c3ccncc3)cs2)cc1
 : -1	9	-3	10	4	0	-2	4	1
COc1ccc(N2CCN(S(=O)(=O)c3ccc4c(c3)NC(=O)CS4)CC2)cc1
 : 7	-4	4	2	4	6	0	0	0
Cc1cccc(N2CCN(C(=O)c3ccccc3NC(=O)C3CC=CCC3C(=O)O)CC2)c1 (configuration not stated)
 : -4	4	5	-4	-29	3	7	0	0
Cc1cc(C)n(CCCNC(=O)c2ccco2)n1
 : 6	0	-2	2	-7	.	-3	5	1
CC(C)(C)OC(=O)N1CCC(NC(=O)c2ncn(Cc3ccccc3)c2C(=O)NC2CCN(C(=O)OC(C)(C)C)CC2)CC1
 : 8	-4	0	5	-2	.	-2	2	2
CN(C)C(=O)CSc1nnc(Cc2ccccc2)n1Cc1ccco1
 : -1	-5	1	2	-10	-9	-4	6	1

Screens as filed in PubChem.
